TTR transcr act: increases transthyretin transcription | SH-SY5Y TTR promoter Gaussia luciferase, luminescence; 100% = recombinant luciferase protein wells | activation, % at 16.7 µM | 92,000 compounds, 1.3% hits;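 active means activation above the mean of all tested compounds plus 3 SD, cut at about 9.5% in these data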;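 further: cells exposed to compounds for one day before reading; 0% = median of all test compound wells on the plate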
* marks the source's active call; other numbers are inactive results.

Start of the listing, in advance, 2 compounds:
SMILES,TTR transcr act
CN(C)c1ccc2nsnc2c1[N+](=O)[O-],1.7
C[C@H](CO)N1C[C@H](C)[C@@H](CN(C)S(=O)(=O)c2cn(C)cn2)OCc2cn(nn2)CCCC1=O,1.5

The whole of this part, from the start:
SMILES,TTR transcr act
CN(C)c1ccc2nsnc2c1[N+](=O)[O-],1.7
C[C@H](CO)N1C[C@H](C)[C@@H](CN(C)S(=O)(=O)c2cn(C)cn2)OCc2cn(nn2)CCCC1=O,1.5
Cn1c(C(=O)N(Cc2ccccc2)Cc2cccs2)cc2sccc21,0.8
CC(C)Cc1ccc(CN2CCCC(NC(=O)c3ccnn3C)C2)cc1 (stereo not drawn),-3.6
CCOC(=O)c1oc2cc(O)cc(C)c2c1C,0.5
O=C(CC(C(=O)O)N1CCOCC1)Nc1ccc(Cl)cc1 (stereo not drawn),-0.4
C[n+]1ccccc1Nc1cc([N+](=O)[O-])ccc1N,1.8
NC(=S)NNc1cc(Cl)cc(Cl)c1,1.1
CCOC(=O)c1c(CC(C)C)csc1N,0.8
CCOc1ccc(Br)cc1C1=NN(C(C)=O)C(c2ccc([N+](=O)[O-])s2)O1 (stereo not drawn),1.2
O/C(=C\c1ccc2ccccc2n1)c1ccc(O)cc1O,4.7
COc1ccc2ccccc2c1/C=N/NC(=S)NCCN1CCOCC1,-1.0
COc1cc(C(=O)Nc2ccc(NC(=O)c3ccccc3Cl)nc2)cc(OC)c1OC,-0.9
O=C(Nc1cccc(Cl)c1)OC1CC2CC1[C@H]1CCCCN1[C@H]2Cc1ccccc1 (stereo partly drawn),1.5
CC1CCCCC1NC(=O)COC(=O)COc1ccccc1F (stereo not drawn),-1.0
N#CC1(NC(=O)CN2CCN(S(=O)(=O)c3ccccc3F)CC2)CCCC1,4.5
CCCSc1ncc(Cl)c(C(=O)Nc2ccc(S(=O)(=O)N3CC(C)OC(C)C3)cc2)n1 (stereo not drawn),-1.5
O=C(COc1ccc(F)cc1Cl)Nc1nnc(-c2ccc(F)c(F)c2)o1,-1.3
Cc1cccc(N2CCN(C(=O)CCS(=O)(=O)c3ccc(Br)cc3)CC2C)c1 (stereo not drawn),-0.9
CCn1c(SCC(=O)Nc2c(C#N)cnn2-c2ccccc2)nnc1-c1cccs1,1.5
NS(=O)(=O)c1ccc(CCNC(=O)C2CCN(C(=O)Nc3ccccc3)CC2)cc1,0.0
COc1ccc(C)cc1NC(=O)C(=O)NNC(=O)c1ccco1,4.6
CCC1CCCCN1S(=O)(=O)c1ccc(C(=O)N(CCCN(C)C)c2nc3cc4c(cc3s2)OCO4)cc1 (stereo not drawn),-1.8
CN(C)C(=O)c1cc2c(c(-c3cccc(C4=CCCCC4)c3)n1)[C@@H](CCO)N(S(=O)C(C)(C)C)C2 (stereo partly drawn),-0.7
COc1cc(OC)cc(C(=O)NNC(=O)CCc2nc3ccccc3c(=O)[nH]2)c1,-0.5
Nc1c(Cl)ncnc1N/N=C/c1ccncc1,1.6
COc1cccc(C2=NOC(C(=O)Nc3ccc4c(c3)OCO4)C2)c1OC (stereo not drawn),0.1
Cc1ccc(CNC(=O)c2[nH]c(C(F)(F)F)nc2-c2ccccc2)cc1,-0.5
O=C(NCCCN1CCCC1=O)c1ccc(OCc2ccccc2)cc1,5.1
CCOC(=O)c1[nH]c2ccc(OC)cc2c1NC(=S)N1CCN(c2cccc(C)c2C)CC1,-4.3
CCCn1c(-c2cc(OC)c(OC)c(OC)c2)nc2c1c(=O)[nH]c(=O)n2Cc1ccccc1,0.1
CN(C)C=Nc1c(Br)cc(Br)c2nonc12,-0.8
N=C1C(=O)NC(=O)C1c1ccccc1 (stereo not drawn),4.8
CCn1nc(C)c(/C=N/NC(=O)c2nc3nc(C)cc(C)n3n2)c1C,0.6
CC(C)N1CCCCC(NC(=O)c2ccccc2)C1=O (stereo not drawn),0.9
CN(C(=O)CC1C(=O)NCCN1Cc1ccc2ccccc2c1)C1CCOCC1 (stereo not drawn),0.8
CCCn1c(=O)c2sccc2n2c(CCCC(=O)NCC3CCCO3)nnc12 (stereo not drawn),3.6
COC(CNC(=O)CNC(=S)N(Cc1ccccc1)Cc1cccnc1)OC,-0.7
CNC(=S)NNC(=O)c1ccc(N(C)C)cc1,8.5
C=CCN(CC=C)CCOc1ccc(OC(C)C)cc1,-1.8
CC1CCCCC1NC(=O)CSc1nnc(CNC(=O)c2ccccc2)n1C (stereo not drawn),-1.5
CCCc1ccc(OCC(=O)NNC(=O)c2cccnc2)cc1,0.6
COc1cc(S(=O)(=O)N2CCOCC2)cc(C(=O)c2nccn2C)c1OC,0.9
Cc1ccc(C)c(C2=NNC(=NCc3ccccc3)SC2)c1,-1.6
COc1ccccc1C1C(C(=O)NCc2ccccc2)=C(C)Nc2ncnn21 (stereo not drawn),1.2
COC(=O)c1cc(CNC(=O)C(C)NS(=O)(=O)c2ccc(C)c(C)c2)ccc1OC (stereo not drawn),-1.4
CC(=O)c1ccc(OCC(C)C)c(CN2CCCCC2)c1,0.5
CCn1c(SCC(=O)N/N=C(/C)c2ccncc2)nc2ccccc21,-1.3
O=C(CCNC(=O)c1ccccc1Cl)NN=Cc1ccccc1[N+](=O)[O-],2.5
CC[C@@]1(C(=O)OC)N[C@H](CN(C)C(=O)c2ccc(F)cc2)[C@@H]2C(=O)N(C)C(=O)[C@@H]21,1.2
Cc1ccccc1NC(=O)OCCN1CCCC12CCC(c1ccccc1)CC2 (stereo not drawn),-1.2
COC(=O)C(NC(=O)c1ccccc1)C(C)(C)SCc1ccccc1 (stereo not drawn),-1.6
CCOC(=O)c1ccc2c(c1)[nH]c(=S)n2CC,2.6
O=C(CN(C(=O)c1csnn1)c1ccc(Cl)cc1)NCc1ccc2c(c1)OCO2,-0.8
CCOC(=O)N1CCN(C(=O)C[C@@H]2C[C@@]3(C(=O)OC)CC(C)(C)CC=C3N(Cc3ccco3)C2=O)CC1,-2.0
COc1ccc(OC)c(/C=C(\C)C(=O)c2c(C)cc(C)[nH]c2=O)c1,-0.1
COc1ccc(C2Nc3ccccc3C(=O)N2Cc2ccccc2)cc1OC (stereo not drawn),0.3
C[C@]12CS(=O)(=O)C[C@H]1SC(=S)N2c1ccccc1,1.5
CC1(C)SC(C)(C)N(C=O)C1C(=O)O (stereo not drawn),4.8
Cc1cc(NCc2ccccn2)n2ncc(-c3ccc(Cl)cc3)c2n1,-1.8

Following part:
SMILES,TTR transcr act
Cc1nc2ccc(Br)cn2c1C(=O)N/N=C\c1ccccc1Cl,-0.6
Cc1nc2c(C(=O)NCc3ccc4c(c3)OCO4)cnn2c(C)c1Cc1ccc(F)cc1Cl,7.1
OCCc1ccc(NCCc2cccs2)cc1,2.6
O=C(COC(=O)c1ccccc1Nc1cccc(C(F)(F)F)c1)NCc1ccco1,0.1
COc1ccccc1C(=O)Nc1ccon1,1.8
CCCN1C(=O)C(O)(CC(=O)c2cccc(OC)c2)c2ccccc21 (stereo not drawn),3.3
O=C1OCC/C1=C\c1ccc2c(c1)OCO2,-0.7
Cc1cccc(N2C(=O)/C(=C/c3cccnc3)SC2=S)c1,1.8
COc1cc(OC)cc(-c2nnc(SCc3c(F)cccc3Cl)o2)c1,-2.1
C=CCn1c(SC(C)C(=O)c2c(N)n(C)c(=O)n(C)c2=O)nnc1-c1ccoc1C (stereo not drawn),-0.5
O=C(CCN1C(=O)/C(=C/c2ccco2)SC1=S)Nc1ccc(O)cc1C(=O)O,0.4
O=C(NCCCO)/C(=C\c1ccco1)NC(=O)c1ccc(Br)o1,0.1
Cc1ccc(S(=O)(=O)NC2CC3CCC2C3)cc1 (stereo not drawn),-0.3
Cc1cccc(/C=N/n2c(-c3ccco3)n[nH]c2=S)c1,-0.5
COc1cccc(NC(=O)CN(C)CC(=O)Nc2ccc(C)c(S(=O)(=O)N3CCOCC3)c2)c1,5.0
Cc1ccccc1C(=O)NC1CCN(Cc2ccccc2)CC1,7.0
O=C(c1cccc(S(=O)(=O)N2CCOCC2)c1)N(Cc1ccc(F)cc1)Cc1ccco1,-0.7
CCOCCCNC(=O)C(c1ccc(C)cc1)N1CCOCC1 (stereo not drawn),1.0
CCC1CCCCN1C(=O)CSc1nnc(-c2ccc3c(c2)OCCO3)o1 (stereo not drawn),-1.2
CN(C)CCCN(C(=O)c1ccc(S(=O)(=O)N2CCCCCC2)cc1)c1nc2ccc(F)cc2s1,0.5

Ordered by heavy-atom count (ascending): part of the list above
SMILES,TTR transcr act
O=C1OCC/C1=C\c1ccc2c(c1)OCO2,-0.7
Cc1ccc(S(=O)(=O)NC2CC3CCC2C3)cc1 (stereo not drawn),-0.3
CCOCCCNC(=O)C(c1ccc(C)cc1)N1CCOCC1 (stereo not drawn),1.0

3 records picked at random from the list so far:
SMILES,TTR transcr act
C=CCn1c(SC(C)C(=O)c2c(N)n(C)c(=O)n(C)c2=O)nnc1-c1ccoc1C (stereo not drawn),-0.5
O=C(CCN1C(=O)/C(=C/c2ccco2)SC1=S)Nc1ccc(O)cc1C(=O)O,0.4
Cc1ccccc1C(=O)NC1CCN(Cc2ccccc2)CC1,7.0

Remaining list, next part:
SMILES,TTR transcr act
O=C(CNC(=O)c1cccs1)NCCc1ccco1,3.6
Cc1cc(C)c2c(=O)c(/C=C3\NC(=S)NC3=O)coc2c1,2.9
S=c1[nH]nc(-c2ccco2)n1/N=C/C=C/c1ccco1,-1.6
Cc1ccc(/C(O)=C2/C(=O)C(=O)N(CC(=O)O)C2c2ccc([N+](=O)[O-])cc2)cc1 (stereo not drawn),-1.7
Cc1ccc(S(=O)(=O)N2CCCCC2)cc1NC(=O)CNCc1ccco1,1.8
CNC(=O)c1ccc(-c2ccc(OC)cc2)s1,1.8
COc1ccc(C(=O)COC(=O)c2cc(=O)c3ccccc3o2)cc1,8.3
CCn1c(SCC(=O)N2CCc3ccccc3C2)nc2sc(C)c(C)c2c1=O,-0.8
C[C@@H]1CN([C@H](C)CO)C(=O)CCCn2nncc2CO[C@@H]1CN(C)S(=O)(=O)c1ccccc1C#N,0.6
COc1cc(OC)cc(-c2cc3cc(F)ccc3cn2)c1,-0.1
COc1ccc(CCNC(=O)CNC(=O)c2ccc3c(c2)OCO3)cc1OC,2.0
O=C1c2ccccc2CCCC12N=NCC2c1cccc2ccccc12 (stereo not drawn),-2.8
CN1C2CCC1CC(NC(=O)CSc1ccc(Cl)cc1)C2 (stereo not drawn),0.6
c1ccc(OCCCCn2cnc3ccccc32)cc1,-5.5
N#CNC(=Nc1ccc(Cl)cc1)Oc1ccccc1,8.6
CCn1c(CC(=O)Nc2ccc(C)c(Cl)c2)nnc1SCC(=O)Nc1nc(C)cs1,-3.1
CN1CCN(C(=O)C2CCN(S(=O)(=O)c3ccc4c(c3)oc(=O)n4C)CC2)CC1,1.3
c1ccc(CCCNc2ncnc3nc[nH]c23)cc1,-0.1
COc1ccc(S(=O)(=O)N2CCC(C(=O)N[C@@H](C)C(=O)NC3CCCC3)CC2)cc1,1.4
O=C(Oc1ccc(N2C(=O)CCC2=O)cc1)c1ccccc1Cl,-2.0
N#CC1CCN(c2nc(-c3ccc(Br)cc3)cs2)CC1,-0.1
Cc1ccc(N/C=C2\CCCCC2=O)nc1,9.9*
CCCn1c(SCC(=O)NC)nc2sc3c(c2c1=O)CCC3,-0.1
O=C(c1ccc(Cl)c(F)c1F)N1CCOCC1,4.7
Cc1cc(Cl)ccc1NC(=O)CCN1C(=O)NC(C)(C)C1=O,1.2
CCOc1ccccc1Nc1nc(N)nc(CSc2nncn2C)n1,-0.8
Cc1noc(C)c1NC(=O)Nc1ccc2c(c1)C(=O)N([C@H](C)CO)C[C@H](C)[C@@H](CN(C)C(=O)Nc1ccc(C(F)(F)F)cc1)O2,1.0
CCOC1=C2[C@H](c3ccccc3Cl)N(S(=O)(=O)c3ccc(C)cc3)C[C@H]2C(C#N)(C#N)C(C#N)(C#N)C1,1.5
CCOC(=O)c1ccc(N(CC2CO2)S(=O)(=O)c2ccc(C)cc2)cc1 (stereo not drawn),-0.9
CCN(CC)C(=O)C1CCN(S(=O)(=O)c2ccc3c(c2)CCCN3C(=O)C2CCC2)CC1,0.5
C[C@@H](O)CNC(=O)c1[nH]cnc1C(=O)N[C@H](C)c1ccccc1,-0.7
CCCN1CCCc2ccccc21,1.0
CN(C)/C=C1\C(=O)ON=C1c1ccccc1,1.0
COc1cc(OC)cc(C(=O)NC(=S)Nc2ccc3c4c(cccc24)CC3)c1,-2.8
CC(C)(C)c1ccc(-n2ncc3c2CCCC3NC(=O)c2cnccn2)cc1 (stereo not drawn),-3.9
O=C(COc1ccccc1F)Nc1ccc2[nH]c(=O)[nH]c2c1,1.7
Cc1ccc(-c2nnc(-c3cccc4ccccc34)o2)cc1,-0.2
O=C(NCCS(=O)(=O)c1ccc(Br)cc1)c1ccccc1,0.2
Cc1ccc(C(=O)COc2ccccc2-c2ccccc2)cc1C,1.4
CCCNc1sc(S(=O)(=O)CCC)nc1S(=O)(=O)c1ccc(C)cc1,3.1
Cc1cccc(NC(=O)CSc2ncnc3sc(C)cc23)c1,-0.1
Cc1ccc(S(=O)(=O)NC(=O)c2cccc(N(C)C)c2)cc1,-2.2
CN(CCNC(=O)C1CC(=O)N(c2ccc(F)c(Cl)c2)C1)Cc1ccccc1 (stereo not drawn),1.9
COC(=O)C1=C(C)OC(N)=C(C#N)C1c1ccccc1 (stereo not drawn),-0.5
CCCn1c(N)c(C(=O)COC(=O)c2c(C)noc2C)c(=O)n(C)c1=O,-3.2
O=C(c1ccco1)N1CCN(C(=S)Nc2ccccc2Cl)CC1,0.6
C/C(=N/NC(=O)CCc1c(C)n[nH]c1C)c1cccc([N+](=O)[O-])c1,0.8
CC(C)CC(=O)/C=C/n1c(=S)oc2ccccc21,-5.4

Not all compounds are listed (hit frequency here may not be typical).
